Pf growth 96h: P. falciparum growth inhibition at 96 hours; 6.9% of 320,000 active; P. falciparum luciferase reporter growth, 96 h; Potency, µM (top dose mostly 28.7 µM), for the others: top-dose activity change, negative = inhibition, hits mostly inhibitors; AID 504834; further: potency means the concentration at half of the fitted maximal effect; on the % scale 0 is the no-effect control and ±100 the full control effect
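Cell-based qHTS: luciferase-tagged P. falciparum in erythrocytes (2% hematocrit, 0.05% parasitemia final) incubated with compounds for 96 hours, 37 C, 5% CO2; luciferase detection reagent then added and luminescence measured.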
Sm TGR block: S. mansoni TGR enzyme inhibition; Q962Y6; purified TGR, DTNB reduction, TNB absorbance 405 nm; Potency, µM (titrated, usually from 114 µM), for inactives: top-dose activity change, negative = inhibition, most hits filed as inhibitors; 3% of 360,000 active; AID 485364; further: potency means the concentration at half of the fitted maximal effect; on the % scale 0 is the no-effect control and ±100 the full control effect; nearly all actives have a fitted effect of over 60% in size
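Kinetic colorimetric format: TGR-catalysed, NADPH-driven DTNB reduction monitored via TNB absorbance. Enzyme dispensed at 20 nM; compound exposure 15 min at room temperature before reaction start.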
Cycloheximide cs: affects cycloheximide protein synthesis inhibition readout, counter-screen; max response, %; 12% of 300,000 active; cell reporter, cycloheximide protein synthesis inhibition counterscreen; in the data active means max response mostly above about 13%, no sharp cut-off; inactive means mostly below about 14%; further: read at 38.3 µM for the half of the compounds with a filed dose; 0% is about no effect
FBPA Giardia inh: blocks Giardia fructose-bisphosphate aldolase activity. A8B2U2. purified Giardia FBPA. Potency, µM (highest dose often 59.6 µM), without a hit: at the top dose activity, negative = inhibition, most hits filed as inhibitors. 0.71% of 290,000 active. AID 2451; further: potency means the concentration at half of the fitted maximal effect; on the % scale 0 is the no-effect control and ±100 the full control effect; nearly all actives have a fitted effect of over 55% in size
Target sequence (A8B2U2 whole entry, looked up): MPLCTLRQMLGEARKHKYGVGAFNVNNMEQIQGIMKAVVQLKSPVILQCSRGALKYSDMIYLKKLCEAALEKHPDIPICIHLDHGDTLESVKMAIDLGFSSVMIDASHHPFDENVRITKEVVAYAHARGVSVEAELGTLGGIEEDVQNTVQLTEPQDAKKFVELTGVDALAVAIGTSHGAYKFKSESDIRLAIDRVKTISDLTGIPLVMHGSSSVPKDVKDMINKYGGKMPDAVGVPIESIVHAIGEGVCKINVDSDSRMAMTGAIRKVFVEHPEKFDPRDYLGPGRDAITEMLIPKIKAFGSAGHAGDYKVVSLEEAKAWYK
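Giardia FBPA (40 nM reagent) was preincubated 10 min at RT with compound (up to 57.5 uM final), then substrate plus GAPDH/TPI/NAD/arsenate coupling system with diaphorase/resazurin was added; resorufin fluorescence (525/598 nm) was read after 20 min.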
Shiga toxin inh: inhibitors of Shiga toxin in Vero cells | inhibition, % at 38.7 µM | Vero cells, Shiga toxin protein synthesis inhibition reporter | 9.2% of 290,000 active; in the data active means inhibition mostly above about 28%, no sharp cut-off; inactive means mostly below about 43%; further: 0% is about no effect
Pf growth 48h: P. falciparum growth inhibition at 48 hours (one generation); P. falciparum luciferase growth in erythrocytes, 48 h; Potency, µM (series often up to 28.7 µM), for inactives: at the highest dose activity change, negative = inhibition, hits mostly inhibitors; 5.9% of 310,000 active; AID 504832; further: potency means the concentration at half of the fitted maximal effect; on the % scale 0 is the no-effect control and ±100 the full control effect
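Here the parasites carry a stable luciferase gene and grow inside erythrocytes in Albumax-based RPMI medium with compound for one erythrocytic cycle. Activity is scored as loss of luminescent signal.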
Starred values were filed as active, the others as inactive; [ ] = dose if it differs, or a comment. Unless noted, the call rests on the fitted dose curve; in most records, active means well fitted curve in the direction sought with a large enough effect; inconclusive means small, poorly fitted or top-dose-only effect, or another doubt; inactive means no such curve, though single readings can be large; an effect the other way counts as inactive or inconclusive.

What do the screens show for `Cc1cc(SCc2ccc([N+](=O)[O-])cc2)nc(=O)[nH]1`?
Pf growth 96h: -11%; Sm TGR block: -3%; Cycloheximide cs: 23; FBPA Giardia inh: -10%; Shiga toxin inh: 22; Pf growth 48h: 29%

How did CCOC(=O)N1CCN(C(=O)C(c2ccccc2)c2ccccc2)CC1 do in these assays?
Pf growth 96h: -6%; Sm TGR block: -5%; Cycloheximide cs: -3; FBPA Giardia inh: 3%; Shiga toxin inh: 21

How did C=CCN(CC(=O)NCC1CCCO1)C(=O)CCC(=O)Nc1cc(C)on1 (stereo not drawn) do in these assays?
Pf growth 96h: inconclusive; Sm TGR block: 52%[activator]; Cycloheximide cs: -3; FBPA Giardia inh: 3%; Shiga toxin inh: 37; Pf growth 48h: 26%

What do the screens show for `Cc1nnsc1NC(=O)OCC(C)(C)C`?
Pf growth 96h: 3%; Sm TGR block: 1%; Cycloheximide cs: 2; FBPA Giardia inh: 7%; Shiga toxin inh: -15; Pf growth 48h: 39%[activator]

Results for COc1cc(C(=O)OC2CSCC2NC(=O)c2ccccc2)cc(OC)c1OC (stereo not drawn) ?
Pf growth 96h: -13%; Sm TGR block: 4%; Cycloheximide cs: -2; FBPA Giardia inh: -5%; Shiga toxin inh: -8; Pf growth 48h: inconclusive

How did Cc1ccc(N/C=C(\[N+](=O)[O-])S(=O)(=O)c2ccccc2)cc1 do in these assays?
Pf growth 96h: 14%; Sm TGR block: -19%; Cycloheximide cs: 1; FBPA Giardia inh: -3%; Shiga toxin inh: -2; Pf growth 48h: 9%

Results for COc1ccc(NC(=O)CN(c2c(C)cccc2C)S(C)(=O)=O)cc1 ?
Pf growth 96h: -27%; Sm TGR block: 5%; Cycloheximide cs: -4; FBPA Giardia inh: -3%; Shiga toxin inh: -11; Pf growth 48h: 28%

What do the screens show for `CC(=O)n1cc([C@H]2C=C(C(=O)N3CCOCC3)O[C@@H](OCc3ccc(CO)cc3)C2)c2ccccc21`?
Pf growth 96h: inconclusive; Sm TGR block: inconclusive; Cycloheximide cs: 0; FBPA Giardia inh: -7%; Shiga toxin inh: 13; Pf growth 48h: inconclusive

What do the screens show for `Cc1ccc(F)cc1CNC(=O)C1CCC(=O)N(CCc2ccccc2)C1` (stereo not drawn)?
Pf growth 96h: 47%[activator]; Sm TGR block: -1%; Cycloheximide cs: 9; FBPA Giardia inh: 6%; Shiga toxin inh: 13; Pf growth 48h: 17%

Results for CC(C)Oc1ccc(C2CC(=O)N(Nc3ccc([N+](=O)[O-])cc3[N+](=O)[O-])C2=O)cc1 (stereo not drawn) ?
Pf growth 96h: 60%[activator]; Sm TGR block: -9%; Cycloheximide cs: 8; FBPA Giardia inh: -3%; Shiga toxin inh: -13; Pf growth 48h: 13%

Pulled one by one from the entries so far:
Results for CC(C)Oc1ccc(C2CC(=O)N(Nc3ccc([N+](=O)[O-])cc3[N+](=O)[O-])C2=O)cc1 (stereo not drawn) ?
Pf growth 96h: 60%[activator]; Sm TGR block: -9%; Cycloheximide cs: 8; FBPA Giardia inh: -3%; Shiga toxin inh: -13; Pf growth 48h: 13%

Results for COc1cc(C(=O)OC2CSCC2NC(=O)c2ccccc2)cc(OC)c1OC (stereo not drawn) ?
Pf growth 96h: -13%; Sm TGR block: 4%; Cycloheximide cs: -2; FBPA Giardia inh: -5%; Shiga toxin inh: -8; Pf growth 48h: inconclusive

(more compounds)
How did CCOC(=O)/C(N=Nc1c(Br)cc(Br)cc1Br)=C(\C)O do in these assays?
Sm TGR block: -7%; Cycloheximide cs: -1; FBPA Giardia inh: 8%; Shiga toxin inh: -22; Pf growth 48h: 6%

Results for CCn1c(=O)cc(OCC(=O)NCCCN2CCC(C)CC2)c2ccccc21 ?
Pf growth 96h: 2%; Sm TGR block: -21%; Cycloheximide cs: -4; FBPA Giardia inh: 0%; Shiga toxin inh: -17

Results for CCOc1ccccc1CNC(=O)CCN1C(=O)COc2ccccc21 ?
Pf growth 96h: inconclusive; Sm TGR block: 5%; Cycloheximide cs: -3; FBPA Giardia inh: 2%; Shiga toxin inh: -2; Pf growth 48h: 2%

What do the screens show for `Cc1cc(/C=N/n2cnnc2)c(C)n1-c1ccc(OCc2ccccc2F)cc1`?
Pf growth 96h: 18%; Sm TGR block: -18%; Cycloheximide cs: 26*; FBPA Giardia inh: 2%; Shiga toxin inh: 25; Pf growth 48h: inconclusive

Results for O=C(O)c1nn(CCOc2cccc(Cl)c2)c(=O)c2ccccc12 ?
Pf growth 96h: 3%; Sm TGR block: -4%; Cycloheximide cs: -5; FBPA Giardia inh: -25%; Shiga toxin inh: -8; Pf growth 48h: inconclusive

How did CN(CC(=O)Nc1ccccc1F)CC(=O)Nc1ccc(F)c(F)c1F do in these assays?
Pf growth 96h: 21%; Sm TGR block: 5%; Cycloheximide cs: -2; FBPA Giardia inh: -6%; Shiga toxin inh: 14; Pf growth 48h: 16%

Results for Cc1ccccc1OC1C(=O)N(Cc2ccc3c(c2)OCO3)C1c1sccc1C (stereo not drawn) ?
Pf growth 96h: 13µM*; Sm TGR block: -17%; Cycloheximide cs: -2; FBPA Giardia inh: -9%; Shiga toxin inh: -14; Pf growth 48h: inconclusive

What do the screens show for `O=C(c1cc2n(n1)C(C(F)(F)F)CC(c1ccco1)N2)N1CCc2ccccc2C1` (stereo not drawn)?
Sm TGR block: inconclusive; Cycloheximide cs: -1; FBPA Giardia inh: -23%; Shiga toxin inh: -11; Pf growth 48h: inconclusive

Results for Cc1ccc(-c2noc(-c3c(C)noc3C)n2)cc1 ?
Pf growth 96h: 44%[activator]; Sm TGR block: 12%; Cycloheximide cs: -2; FBPA Giardia inh: 5%; Shiga toxin inh: -13; Pf growth 48h: 31%[activator]

How did CCOC(=O)C(CCCOc1ccc(C)cc1)C(=O)OCC do in these assays?
Pf growth 96h: 81%[activator]; Sm TGR block: 2%; Cycloheximide cs: -3; FBPA Giardia inh: 5%; Shiga toxin inh: -11

By substructure, the compounds so far containing a nitro group on carbon.
What do the screens show for `Cc1cc(SCc2ccc([N+](=O)[O-])cc2)nc(=O)[nH]1`?
Pf growth 96h: -11%; Sm TGR block: -3%; Cycloheximide cs: 23; FBPA Giardia inh: -10%; Shiga toxin inh: 22; Pf growth 48h: 29%

How did Cc1ccc(N/C=C(\[N+](=O)[O-])S(=O)(=O)c2ccccc2)cc1 do in these assays?
Pf growth 96h: 14%; Sm TGR block: -19%; Cycloheximide cs: 1; FBPA Giardia inh: -3%; Shiga toxin inh: -2; Pf growth 48h: 9%

Results for CC(C)Oc1ccc(C2CC(=O)N(Nc3ccc([N+](=O)[O-])cc3[N+](=O)[O-])C2=O)cc1 (stereo not drawn) ?
Pf growth 96h: 60%[activator]; Sm TGR block: -9%; Cycloheximide cs: 8; FBPA Giardia inh: -3%; Shiga toxin inh: -13; Pf growth 48h: 13%

(further entries)
What do the screens show for `C=CCSc1nc2c(cc1C#N)CCC2`?
Pf growth 96h: inconclusive; Sm TGR block: -11%; Cycloheximide cs: 16*; FBPA Giardia inh: 16%; Shiga toxin inh: 28; Pf growth 48h: -7%

What do the screens show for `CCOC(=O)c1c(NC(=O)CSc2nnc(CNc3ccc(Cl)cc3)o2)sc(C)c1C`?
Pf growth 96h: 169%[activator]; Sm TGR block: -7%; Cycloheximide cs: -1; FBPA Giardia inh: 1%; Shiga toxin inh: 8; Pf growth 48h: -23%

What do the screens show for `COc1ccc(S(=O)(=O)N2CCN(C(=O)NCc3ccccc3)CC2)cc1`?
Pf growth 96h: -16%; Sm TGR block: 0%; Cycloheximide cs: -2; FBPA Giardia inh: 10%; Shiga toxin inh: -8; Pf growth 48h: 3%

What do the screens show for `COc1ccc(/C=N/NC(=O)C2C3CCCCC32C)cc1OC` (stereo not drawn)?
Pf growth 96h: 2%; Cycloheximide cs: 14; FBPA Giardia inh: -7%; Shiga toxin inh: -6; Pf growth 48h: inconclusive

What do the screens show for `Cc1ccc(S(=O)(=O)N2CCN(C(=O)CN3CCCC3)C2)cc1`?
Pf growth 96h: 18%; Sm TGR block: inconclusive; Cycloheximide cs: -2; FBPA Giardia inh: 0%; Shiga toxin inh: -3; Pf growth 48h: 2%

What do the screens show for `CCc1ccc2[nH]c(=O)c(CN(CCN(CC)CC)C(=O)Nc3ccccc3OC)cc2c1`?
Pf growth 96h: 31%[activator]; Sm TGR block: -15%; Cycloheximide cs: -3; FBPA Giardia inh: -2%; Shiga toxin inh: -19; Pf growth 48h: 15µM*

What do the screens show for `C=CCNC(=S)N1CCN(c2ncc(C(F)(F)F)cc2Cl)CC1`?
Pf growth 96h: inconclusive; Sm TGR block: 7%; Cycloheximide cs: -1; FBPA Giardia inh: -12%; Shiga toxin inh: -3; Pf growth 48h: 46%[activator]

How did CC(=O)c1cccc(NC(=O)Nc2cc3sccc3n2C)c1 do in these assays?
Pf growth 96h: inconclusive; Sm TGR block: inconclusive; Cycloheximide cs: -2; FBPA Giardia inh: -26%; Shiga toxin inh: 3; Pf growth 48h: inconclusive

Results for CCCOc1ccc(Cc2c(Cl)nc(SC)nc2OC)cc1 ?
Pf growth 96h: -2%; Sm TGR block: 0%; Cycloheximide cs: -1; FBPA Giardia inh: 6%; Shiga toxin inh: 11; Pf growth 48h: 12%

What do the screens show for `O=C1CCC(=O)N1c1ccc(CSc2nnnn2C2CCCCC2)cc1`?
Pf growth 96h: inconclusive; Sm TGR block: -3%; Cycloheximide cs: -6; FBPA Giardia inh: -2%; Shiga toxin inh: 17; Pf growth 48h: 12%

How did CC(C)(C)NC(=O)CSc1nncn1NCc1cccc2ccccc12 do in these assays?
Pf growth 96h: -9%; Sm TGR block: inconclusive; Cycloheximide cs: -3; FBPA Giardia inh: 3%; Shiga toxin inh: -6

What do the screens show for `CCOc1ccc(CNCCCSc2ncccn2)cc1`?
Pf growth 96h: 10µM*; Sm TGR block: -11%; Cycloheximide cs: -1; FBPA Giardia inh: inconclusive; Shiga toxin inh: -8; Pf growth 48h: -15%

What do the screens show for `CCOP(=O)(c1ccc(N(C)C)cc1)C(O)c1ccccc1` (stereo not drawn)?
Sm TGR block: -1%; Cycloheximide cs: -4; FBPA Giardia inh: 4%; Shiga toxin inh: -12; Pf growth 48h: 12µM*

How did CCCCn1c(C2CCCCC2)nc2cc3[nH]c(=O)c(C(C)C)nc3cc21 do in these assays?
Pf growth 96h: 9.3µM*; Sm TGR block: 2%; Cycloheximide cs: 3; FBPA Giardia inh: -19%; Shiga toxin inh: 12; Pf growth 48h: -8%

How did CCNCC(=O)N1c2ccccc2CCc2ccc(NC(C)=O)cc21 do in these assays?
Pf growth 96h: 11%; Sm TGR block: -25%; Cycloheximide cs: 4; FBPA Giardia inh: -1%; Shiga toxin inh: 6; Pf growth 48h: 11%

What do the screens show for `CCOC(=O)c1c(NC(=O)C2CCN(S(=O)(=O)c3cccs3)CC2)sc(C)c1C`?
Pf growth 96h: -1%; Sm TGR block: 9%; Cycloheximide cs: -5; FBPA Giardia inh: -2%; Shiga toxin inh: -8; Pf growth 48h: inconclusive

Results for Cc1ccc(C(=O)n2nc(-c3ccco3)nc2N)cc1 ?
Pf growth 96h: 156%[activator]; Sm TGR block: inconclusive; Cycloheximide cs: -3; FBPA Giardia inh: -1%; Shiga toxin inh: -26; Pf growth 48h: 22%

What do the screens show for `CC1CCCC(C)N1C(=O)COC(=O)c1n[nH]c(=O)c2ccccc12` (stereo not drawn)?
Pf growth 96h: 3%; Sm TGR block: -9%; Pf growth 48h: 17%

What do the screens show for `CCCCNC(=S)NNC(=O)c1sccc1C`?
Pf growth 96h: 74%[activator]; Sm TGR block: 1%; Cycloheximide cs: 9; FBPA Giardia inh: 1%; Shiga toxin inh: -12; Pf growth 48h: 35%[activator]

Results for COC(=O)c1c(NC(=O)CN2C(=O)NC3(CCc4ccccc4C3)C2=O)sc2c1CCCCC2 (stereo not drawn) ?
Pf growth 96h: -2%; Sm TGR block: 1%; Cycloheximide cs: -6; FBPA Giardia inh: 1%; Shiga toxin inh: -18; Pf growth 48h: -18%

Screening results deposited in PubChem by National Center for Advancing Translational Sciences (NCATS).
